Assay outcomes deposited in PubChem by several laboratories.
Rpn11 block – inhibitors of human proteasome Rpn11. human 26S proteasome, Ub4-pepOG fluorescence polarization; 20S core pre-blocked with epoxomicin. calls only at 20 µM. 360,000 tested, 0.59% active. AID 588493;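 active means inhibition at 20 µM, scaled to each plate's controls, above about 33%, limit read from the data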
Target sequence (O00487 whole entry, looked up): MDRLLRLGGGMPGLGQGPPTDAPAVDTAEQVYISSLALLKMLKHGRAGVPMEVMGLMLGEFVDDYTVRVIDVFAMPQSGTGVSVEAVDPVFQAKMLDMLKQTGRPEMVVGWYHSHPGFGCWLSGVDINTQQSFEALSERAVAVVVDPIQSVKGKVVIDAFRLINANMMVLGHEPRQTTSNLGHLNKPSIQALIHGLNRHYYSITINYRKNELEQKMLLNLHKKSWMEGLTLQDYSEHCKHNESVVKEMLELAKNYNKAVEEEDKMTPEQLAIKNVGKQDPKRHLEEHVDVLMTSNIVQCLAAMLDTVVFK
SUMO1 PPI mod – modulators of human SUMO1-mediated protein-protein interactions; P63165; SUMO1 binding to a labelled peptide, TR-FRET, 1 h; inhibition, % at 20 µM; 360,000 tested, 0.33% active; AID 602429; in the data active means inhibition above about 37%
Target sequence (P63165 whole entry, looked up): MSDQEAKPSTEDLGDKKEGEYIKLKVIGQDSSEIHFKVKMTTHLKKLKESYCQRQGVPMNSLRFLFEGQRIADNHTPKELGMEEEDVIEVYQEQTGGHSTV
Neddylation inh – inhibitors of human cullin neddylation. P61081+Q13564. TR-FRET cullin neddylation, biochemical. calls only at 25 µM. AID 651699. 360,000 tested, 0.58% active; in the data active means inhibition above about 36%
DNMT1 inh – inhibitors of human DNMT1; DNMT1 molecular beacon, Hinp1I cleavage, fluorescence; inhibition (reported as % activation of signal), % at 10 µM; 360,000 tested, 0.83% active; AID 588458; in the data active means inhibition above about 50%
STEP inh – blocks human striatal-enriched tyrosine phosphatase. 360,000 tested, 0.25% active. inhibition, % at 20 µM. P54829. recombinant STEP, OMFP fluorogenic substrate, fluorescence. AID 588621;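 active means inhibition at 20 µM, scaled per plate between control wells, above about 37%, limit read from the data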;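 further: 0% = DMSO with enzyme and substrate and 100% = substrate only without enzyme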
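Assay system: isolated STEP enzyme. Buffer or medium: pH 6.0 Bis-Tris with DTT and Tween 20. Also added: fluorogenic phosphatase substrate OMFP at 25 µM final. Dosing: 20 µM, 1% DMSO. Timing: 20 min reaction, room temperature, in the dark. Measured by: fluorescence intensity, excitation 480 nm, emission 540 nm. Evaluation: normalized % inhibition.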
NadD block – inhibitors of Staphylococcus aureus NadD; 360,000 tested, 0.78% active; purified NadD enzyme, colorimetric absorbance read-out; inhibition, % at 20 µM; AID 602399; in the data active means inhibition above about 26%; further: some compounds past the cut are filed as inactive
Rin1 Abl inh – inhibitors of human Rin1-Abl protein interaction | TR-FRET Rin1/Abl binding, biochemical | inhibition, % at 7.35 µM | 360,000 tested, 0.4% active; in the data active means inhibition above about 5%, passing the limit was not always enough
Scp1 inh – inhibitors of human Scp-1 phosphatase; Q9GZU7; 340,000 tested, 0.88% active; inhibition, % at 20 µM; Recombinant Scp1, phosphopeptide, malachite green phosphate absorbance;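 active means inhibition above about 50% at 20 µM, limit read from the data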;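 further: plate controls were DMSO wells with enzyme for no effect and wells lacking enzyme for full effect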
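Test system: SCP-1 phosphatase catalytic domain, residues 76-261 | Compound dosing: One concentration, 20 µM, with 1.0% DMSO | Schedule: 45 min room-temperature reaction, 5 min colour, 30 min stabiliser | Detection: Absorbance at 630 nm | Read-out basis: % inhibition of SCP-1 phosphate liberation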
LMPTP block – blocks human LMPTP phosphatase; P24666; recombinant LMPTP-A, OMFP fluorogenic substrate, fluorescence intensity; inhibition, % at 20 µM; 360,000 tested, 0.22% active;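 active means compounds that cut the enzyme signal by at least half of the control window in the single-dose screen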;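 further: plate controls were DMSO wells with enzyme plus substrate for no effect and substrate without enzyme for full effect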
Target sequence (P24666 whole entry, looked up): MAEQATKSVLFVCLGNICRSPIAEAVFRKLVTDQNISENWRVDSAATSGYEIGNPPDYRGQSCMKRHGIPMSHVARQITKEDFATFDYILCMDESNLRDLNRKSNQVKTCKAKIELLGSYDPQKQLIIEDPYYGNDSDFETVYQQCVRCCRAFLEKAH
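Test system: LMPTP-A phosphatase enzyme; input: 0.625 nM LMPTP-A final; reagent: OMFP substrate, 400 µM final; compound dosing: 20 µM single dose, 3% DMSO; incubation: 50 min dark incubation at room temperature; measured by: endpoint fluorescence intensity from OMFP dephosphorylation; measure: % inhibition relative to no-enzyme and uninhibited control wells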
CSN inh – inhibitors of human CSN-mediated cullin deneddylation; 360,000 tested, 0.38% active; Purified CSN, SCF-Nedd8-OG deneddylation, fluorescence polarization; inhibition, % at 12.5 µM; AID 651999;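 active means pattern-corrected inhibition above about 35%, with an unprinted fluorescence ratio check between 0.5 and 1.5, limit read from the data, passing the limit was not always enough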;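 further: 0% = enzyme with substrate and 100% = substrate without enzyme; some results filed as inactive read as strong as hits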
Target sequence (Q92905 whole entry, looked up, one chain of several): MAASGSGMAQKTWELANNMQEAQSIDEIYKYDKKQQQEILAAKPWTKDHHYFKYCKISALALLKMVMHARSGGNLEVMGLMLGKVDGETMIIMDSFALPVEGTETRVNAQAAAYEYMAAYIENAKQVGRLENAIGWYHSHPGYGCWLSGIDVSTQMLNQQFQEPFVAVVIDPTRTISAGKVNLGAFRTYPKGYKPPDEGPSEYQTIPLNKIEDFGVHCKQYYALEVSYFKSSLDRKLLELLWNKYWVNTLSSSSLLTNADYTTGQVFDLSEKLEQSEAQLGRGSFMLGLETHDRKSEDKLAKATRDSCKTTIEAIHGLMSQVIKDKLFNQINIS
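Material: human Csn5 produced in HEK293T cells; Input: enzyme 0.24 nM; Reagent: SCFSkp2-Nedd8OG substrate at 10 nM final; Dosing: 12.5 µM compound; Incubation: 90 min reaction at room temperature; Detection: fluorescence polarization of the substrate; Evaluation: % inhibition of substrate cleavage by Csn5; Control set: substrate-only high control, full reaction low control.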
* hit, by the source's call; i = inactive; . = no result given.

entry	mol	Rpn11 block	SUMO1 PPI mod	Neddylation inh	DNMT1 inh	STEP inh
1	CC(Oc1ccc2c3c(c(=O)oc2c1)CCC3)C(=O)NC1CCN(Cc2ccccc2)CC1 (centres undefined)	i	-4	i	-1	-2
2	O=c1cc(CO)oc(C(Nc2ccccn2)c2ccc(F)cc2)c1O (centres undefined)	i	0	i	5	3
3	O=C(Nc1ccc(C(=O)N2CCN(c3ccc(F)cc3)CC2)cc1)C1=CSCCO1	i	-1	i	-3	-1
4	CCOC(=O)C1(CCOc2ccccc2)CCN(Cc2ccc(COC)o2)CC1	i	3	i	-4	-3
5	CCN(CC)S(=O)(=O)c1ccc(NC(=O)COC(=O)c2cc(S(=O)(=O)Nc3ccc(OC)cc3)ccc2O)cc1	i	3	i	-6	-2
6	Cc1ccc(S(=O)(=O)N2CCOCC2)cc1C(=O)O	i	1	i	1	14
7	N#CCCN1CCN(C2=NC(=O)/C(=C\c3cccs3)S2)CC1	i	-21	i	5	-2
8	CC1CCCCN1C(=O)c1ccc(NC(=O)c2ccccc2Cl)cc1 (centres undefined)	i	-2	i	-1	-4

entry	NadD block	Rin1 Abl inh	Scp1 inh	LMPTP block	CSN inh
1	-8	-3	-5	-0.1	2
2	-5	3	-3	-0.5	0
3	6	-4	-1	0.3	-4
4	-4	1	-4	-0.6	1
5	26	-2	-9	-0.2	1
6	0	2	-2	-0.8	2
7	-3	-4	-2	0.4	-3
8	5	3	-6	1.1	1

Next results follow:
entry	mol	Rpn11 block	SUMO1 PPI mod	Neddylation inh	DNMT1 inh	STEP inh
9	CC1=C(C(=O)Nc2ccccc2C)C(c2ccc(C)o2)NC(=S)N1 (centres undefined)	i	7	i	0	0
10	Cc1cc([N+](=O)[O-])nn1CC(=O)c1ccccc1	i	-6	i	-1	0
11	CN(C(=O)c1cccc([N+](=O)[O-])c1)c1ccccc1C(=O)NCc1ccccc1	i	-12	i	-1	-4
12	CSc1nsc(SCC(=O)N2CCN(c3ccccc3)CC2)n1	i	1	i	2	-2
13	Cc1cccc(OCc2nc3ccccc3c(=O)n2N)c1	i	3	i	-3	4
14	COc1ccccc1-c1nn(-c2ccccc2)cc1C(=O)NC1CC1	i	3	i	0	0
15	Cc1ccc(S(=O)(=O)Nc2ccsc2C#N)cc1	i	9	i	7	-4
16	O=C(c1ccncc1)N1c2ccccc2Sc2ccccc21	i	-2	i	0	0

entry	NadD block	Rin1 Abl inh	Scp1 inh	LMPTP block	CSN inh
9	-2	0	-6	-0.9	-10
10	-1	-2	-6	-2.2	1
11	-6	1	-5	0.6	3
12	1	-1	-3	-0.6	2
13	2	4	-3	-1.6	4
14	-3	2	-10	-2.1	-2
15	-2	-1	4	-2.1	-3
16	-3	-1	-9	0.6	0

(next part)
entry	mol	Rpn11 block	SUMO1 PPI mod	Neddylation inh	DNMT1 inh	STEP inh
17	O=C(Nc1cccc(F)c1)Nc1ccnn1C1CCN(C(=O)c2cscn2)CC1	i	1	i	0	5
18	O=C(Cc1ccc(Cl)cc1)NNC(=O)C(=O)NC1CCCCC1	i	-3	i	3	0
19	Cc1ccccc1NC(=O)CCN1C(=O)CSC1=O	i	5	i	0	1
20	CC(=O)Nc1cccc(OCCCNS(=O)(=O)c2ccc(C#N)cc2)c1	i	-5	i	1	-3
21	COc1ccc(NC(=O)CN(c2ccc([N+](=O)[O-])cc2)S(=O)(=O)c2ccccc2)cc1	i	-17	i	-16	0
22	C=CCC[C@H](Cc1ccc(F)cc1)C(=O)OC[C@H](Cc1c[nH]c2ccccc12)NC(=O)[C@H](CC=C)CC(=O)N(CCO)Cc1ccccc1	i	3	i	-32	1
23	Cc1cccc(N2CCC(N3CCN(C4CCCCC4)C(CCO)C3)CC2)c1C (centres undefined)	i	3	i	-2	1
24	COc1ccc(/C=C2\SC(=S)N(CCCC(=O)N3CCN(C)CC3)C2=O)cc1	i	-39	i	0	1

entry	NadD block	Rin1 Abl inh	Scp1 inh	LMPTP block	CSN inh
17	1	2	1	-1.9	4
18	-3	0	-10	1.4	-1
19	-4	-1	1	-0.8	1
20	0	2	-7	0.5	-6
21	-4	0	-13	1.9	8
22	-11	1	-18	6.2	2
23	-3	5	-3	1.4	-1
24	-7	1	4	-3.3	0

Other structures follow.
entry	mol	Rpn11 block	SUMO1 PPI mod	Neddylation inh	DNMT1 inh	STEP inh
25	O=C(COc1ccccc1-c1ccccc1)N/N=C/c1ccc2ccccc2c1	i	1	i	16	-1
26	O=C(OCCCOC(=O)c1ccc([N+](=O)[O-])o1)c1ccc([N+](=O)[O-])o1	i	-33	i	10	1
27	CC(C)(C)n1cc(S(=O)(=O)c2ccccc2)[nH]c1=O	i	-3	i	-1	-1
28	COc1cccc(C2C(C(=O)OCc3ccccc3)=C(C)Nc3ncnn32)c1OC (centres undefined)	i	1	i	0	2
29	O=C(CSC1=Nc2ccccc2C2CC=NN12)Nc1ccc(F)c(F)c1F (centres undefined)	i	-3	i	4	-3
30	CCOC(=O)c1c(C)[nH]c(C(=O)OCC(=O)Nc2cc(Cl)ccc2OC)c1C	i	-2	i	22	0
31	Cc1ccc(S(=O)(=O)N(CCC(=O)N2CCOCC2)c2ccccc2)cc1	i	2	i	2	-2
32	CC(C)(C)NC(=O)CN(C(=O)Cn1nnc(-c2ccccc2F)n1)c1cccc2c1CCCC2	i	-7	i	-5	-1

entry	NadD block	Rin1 Abl inh	Scp1 inh	LMPTP block	CSN inh
25	3	3	-8	1.0	-1
26	-2	1	0	-1.1	1
27	7	1	-4	0.1	2
28	-2	3	-8	-0.7	-3
29	-7	2	-6	-0.6	5
30	-5	4	-2	-2.5	-2
31	1	3	50	-0.6	-1
32	-4	1	-11	0.8	3

Next part.
entry	mol	Rpn11 block	SUMO1 PPI mod	Neddylation inh	DNMT1 inh	STEP inh
33	Cc1cc(C)c(C)c(S(=O)(=O)NCc2cccnc2)c1C	i	0	i	1	-6
34	Cc1cc2oc(=O)cc(Cn3ccnc3)c2cc1C	i	-1	i	2	1
35	COc1ccc(CC(=O)NC(C)c2nnc(SCc3nc4ccccc4c(=O)[nH]3)n2C)cc1 (centres undefined)	i	-1	i	-10	1
36	COc1ccc(NCc2cc(=O)oc3cc(NC(C)=O)ccc23)cc1	i	-20	i	-2	1
37	O=S(N1CCc2ccccc21)C12CC3CC(CC(C3)C1)C2 (centres undefined)	i	3	i	0	6
38	Cc1c(C(=O)O)cccc1-c1ccc(/C=C2/NC(=O)N(c3ccccc3)C2=O)o1	i	-3	i	27	-2
39	COc1ccc(OC)c(Nc2cc(C)c3ccccc3n2)c1	i	3	.	-15	-1
40	Cc1ccc(NC(=S)NCc2ccc(S(N)(=O)=O)cc2)c(C)c1	i	-4	i	5	-1

entry	NadD block	Rin1 Abl inh	Scp1 inh	LMPTP block	CSN inh
33	-2	-1	-4	-1.5	2
34	-2	-2	-13	-1.1	2
35	3	-3	-4	-3.3	-7
36	1	4	-6	0.8	-4
37	-1	-2	-4	0.4	-8
38	-6	2	29	0.3	4
39	-1	0	1	5.5	1
40	4	2	1	-0.7	-6

Quoted at random: 5 entries already listed
entry	mol	Rpn11 block	SUMO1 PPI mod	Neddylation inh	DNMT1 inh	STEP inh
39	COc1ccc(OC)c(Nc2cc(C)c3ccccc3n2)c1	i	3	.	-15	-1
35	COc1ccc(CC(=O)NC(C)c2nnc(SCc3nc4ccccc4c(=O)[nH]3)n2C)cc1 (centres undefined)	i	-1	i	-10	1
34	Cc1cc2oc(=O)cc(Cn3ccnc3)c2cc1C	i	-1	i	2	1
37	O=S(N1CCc2ccccc21)C12CC3CC(CC(C3)C1)C2 (centres undefined)	i	3	i	0	6
38	Cc1c(C(=O)O)cccc1-c1ccc(/C=C2/NC(=O)N(c3ccccc3)C2=O)o1	i	-3	i	27	-2

entry	NadD block	Rin1 Abl inh	Scp1 inh	LMPTP block	CSN inh
39	-1	0	1	5.5	1
35	3	-3	-4	-3.3	-7
34	-2	-2	-13	-1.1	2
37	-1	-2	-4	0.4	-8
38	-6	2	29	0.3	4

The results go on:
entry	mol	Rpn11 block	SUMO1 PPI mod	Neddylation inh	DNMT1 inh	STEP inh
41	S=c1[nH]nc(C2COc3ccccc3O2)o1 (centres undefined)	i	3	i	2	0
42	O=S(=O)(c1ccc2c(c1)OCCO2)N1CCC(c2nc3ccc(Cl)cc3[nH]2)CC1	i	7	i	-2	-4
43	COc1ccc(C=NNC(=O)CCCC(=O)NN=Cc2ccc(OC)c(O)c2)cc1O	i	-17	i	3	2
44	Nc1nc(N)nc(-c2cc(C(F)(F)F)ccc2Cl)n1	i	-2	i	6	-1
45	CN(C)c1ccc(C2/C(=C(/O)c3ccccc3)C(=O)C(=O)N2CCCC(=O)O)cc1 (centres undefined)	i	24	i	2	-1
46	SC(COCc1ccccc1)CN1CCN(Cc2ccc3c(c2)OCO3)CC1 (centres undefined)	i	-3	i	7	1
47	CC(C)C[C@@]12C(=O)N(c3cccc(F)c3)C(=O)N1[C@H](c1ccc(F)cc1)[C@@H]1C(=O)N(C3CCCCC3)C(=O)[C@@H]12	i	2	i	-5	-3
48	OC(CNCc1cccnc1)COc1ccc2ccccc2c1 (centres undefined)	i	-4	i	-1	2
49	Cc1[nH]n(-c2ccccc2)c(=O)c1C=Nc1cnc2ccccc2c1	i	-10	i	-5	-1
50	COc1ccc(C2c3ccc4ccccc4c3Oc3ncn(CCO)c(=N)c32)cc1OC (centres undefined)	i	-16	i	-1	0

entry	NadD block	Rin1 Abl inh	Scp1 inh	LMPTP block	CSN inh
41	5	-3	-13	-1.6	6
42	6	5	8	2.0	2
43	-4	-2	-10	-0.6	-1
44	-1	6	-2	-1.3	0
45	4	-1	-4	2.4	-1
46	8	-3	-8	13	2
47	0	0	-12	0.5	-4
48	-9	0	-2	-1.8	6
49	-9	0	9	1.1	-2
50	-1	-2	-8	1.8	2
